D1 antag: antagonists of human D1 dopamine receptor. P21728. HEK293 TREx D1 cells, calcium flux, dopamine EC80; stronger effect = lower value. activity change, negative = inhibition, % at 10 µM. 360,000 tested, 3.2% active; in the data active = activity change below about -30%; note: % is set by controls: 0 for no effect and ±100 for the full control effect
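Tetracycline-induced HEK293 Trex D1 cells, force-coupled to calcium, dye-loaded; compounds added and read 180 s, then EC80 dopamine added and calcium flux tracked kinetically another 180 s.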
RXFP1 ag: agonists of human relaxin receptor RXFP1; Q9HBX9; HEK293T-RXFP1 cAMP TR-FRET, 30 min; response scale: percent of porcine relaxin response, buffer zero; Potency, µM (series often up to 57.5 µM), without a hit: top-dose activation, usual class: activators; 370,000 tested, 0.3% active; AID 2676; note: potency is the fitted concentration of half-maximal effect; % is set by controls: 0 for no effect and ±100 for the full control effect; nearly all actives have a fitted effect of over 60% in size; many of its hits are not listed in these tables
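cAMP rise read by TR-FRET after 30 min, 37C compound exposure (up to 58 uM) in RXFP1-transfected HEK293 cells with Ro 20174 present. EC50 from Hill-equation fits, with 29 nM porcine relaxin as 100% and buffer as basal.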
RXFP1 antagonist: antagonists of human relaxin receptor RXFP1 | HEK293-RXFP1, relaxin-stimulated cAMP HTRF, 30 min; stronger effect = lower value | activity change, negative = inhibition, % at 57.5 µM | 350,000 tested, 0.59% active | AID 1259400;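 active = activity change of -60% or lower, but not beyond a set lower limit; inconclusive = change between -60% and -40%, or beyond the set limit; inactive = change above -40%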; note: % is set by controls: 0 for no effect and ±100 for the full control effect
TRHR agonist: TRH receptor (human) agonism | TRHR cells, calcium flux fluo-8, FDSS agonist mode | activation, % at 2 µM | P34981 | 360,000 tested, 0.18% active; in the data active = activation above about 30%; note: 0% is about no effect
Target sequence (P34981 whole entry, looked up): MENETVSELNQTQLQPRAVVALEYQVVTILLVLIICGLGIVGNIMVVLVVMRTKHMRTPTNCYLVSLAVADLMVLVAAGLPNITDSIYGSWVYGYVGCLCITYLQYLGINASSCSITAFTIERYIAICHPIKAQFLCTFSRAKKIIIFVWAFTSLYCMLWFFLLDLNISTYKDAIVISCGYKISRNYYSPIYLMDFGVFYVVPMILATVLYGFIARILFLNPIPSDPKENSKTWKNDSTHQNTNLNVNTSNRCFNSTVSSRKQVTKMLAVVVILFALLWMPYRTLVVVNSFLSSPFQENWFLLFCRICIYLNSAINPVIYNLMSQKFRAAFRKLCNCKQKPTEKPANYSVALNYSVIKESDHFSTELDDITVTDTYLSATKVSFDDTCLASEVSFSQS
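Agonist-mode FDSS calcium read (Ex 480/Em 530, 1 s cycles) in 1536-well TRHR cells with fluo-8 dye, after 10-cycle baseline and 23 nL compound addition; TRH at EC20 (10 nM final) added afterwards for the enhancer phase.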
TRHR PAM: allosteric enhancers of human TRH receptor | 360,000 tested, 0.66% active | enhancement, % at 2 µM | TRHR cells, fluo-8 calcium fluorescence, EC20 TRH enhancement; in the data active = enhancement above about 30%; note: 0% is about no effect
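TRHR-expressing cells loaded with fluo-8 calcium dye were read kinetically (ex 480/em 530) during compound addition, then stimulated with an EC20 of TRH (10 nM final). Enhancement of the Gq-mediated intracellular calcium response was scored.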
D1 PAM: potentiators of human D1 dopamine receptor; AID 504651; potentiation, % at 10 µM; HEK293 TREx D1 cells, calcium flux, dopamine EC20 potentiation; 360,000 tested, 0.036% active; in the data active = potentiation above about 30%; note: 0% is about no effect
D1 ag: agonists of human D1 dopamine receptor. P21728. HEK293 T-REx D1 cells, calcium flux, agonist mode. activation, % at 2 µM. 360,000 tested, 1% active; in the data active = activation above about 30%; note: 0% is about no effect
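Agonism was scored from calcium flux recorded over 180 s (1 read/s) after pintool compound addition, following a 10-cycle baseline. Cells were inducible force-coupled HEK293 TREx D1, plated overnight at 30 C and loaded with no-wash calcium dye.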
Apoferritin bind: binds horse apoferritin like a general anesthetic; apoferritin/1-aminoanthracene competitive binding, fluorescence; Potency, µM (highest dose often 77.5 µM), for inactives: at the highest dose activity change, negative = displacement, hits mostly inhibitors; 350,000 tested, 0.074% active; AID 485281; note: potency is the fitted concentration of half-maximal effect; % is set by controls: 0 for no effect and ±100 for the full control effect; nearly all actives have a fitted effect of over 20% in size
Target sequence (P02791 2-175 limits assumed): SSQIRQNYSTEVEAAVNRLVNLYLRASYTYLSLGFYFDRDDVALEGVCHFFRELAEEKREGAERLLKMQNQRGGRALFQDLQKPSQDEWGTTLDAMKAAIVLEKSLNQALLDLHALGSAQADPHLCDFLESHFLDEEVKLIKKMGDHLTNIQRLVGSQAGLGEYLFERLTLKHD
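Probe: 1-aminoanthracene (50% saturated, PBS). Protein: horse-spleen apoferritin, 10 uM. Incubation: 10 min, room temperature. Detection: 380 nm excitation, 535 nm emission. Analysis: normalized response, four-parameter Hill.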
D2 potentiator: positive allosteric modulators of human D2 dopamine receptor | P14416 | HEK293 T-REx D2, calcium flux, EC20 dopamine potentiation | potentiation, % at 10 µM | 340,000 tested, 0.34% active;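 active = potentiation over 3 SD above the plate norm, cut at about 30% in these data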; note: 0% is about no effect
Target sequence (P14416 whole entry, looked up): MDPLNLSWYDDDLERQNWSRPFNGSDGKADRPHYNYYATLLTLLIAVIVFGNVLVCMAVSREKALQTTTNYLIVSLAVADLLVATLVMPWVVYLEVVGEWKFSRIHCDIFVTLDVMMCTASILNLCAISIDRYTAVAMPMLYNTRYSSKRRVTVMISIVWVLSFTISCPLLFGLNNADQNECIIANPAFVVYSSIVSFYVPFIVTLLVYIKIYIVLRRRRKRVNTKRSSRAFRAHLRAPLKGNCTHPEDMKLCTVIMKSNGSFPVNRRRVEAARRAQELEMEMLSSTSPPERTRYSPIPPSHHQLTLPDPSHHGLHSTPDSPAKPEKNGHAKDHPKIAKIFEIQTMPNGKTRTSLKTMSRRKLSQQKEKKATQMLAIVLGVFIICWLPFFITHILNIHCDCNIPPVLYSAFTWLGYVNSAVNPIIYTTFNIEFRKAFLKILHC
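Using a no-wash calcium dye in inducible, force-coupled HEK293 Trex cells expressing D2, we tracked fluorescence each second for 180 s after compound, then for 180 s after EC20 dopamine to detect augmented signalling.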
Active calls of the source: *; ? = inconclusive; . = not tested or not shown; [ ] = another dose, or the depositor's remark. Unless noted, calls come from the whole dose curve; as a rule, active = well fitted curve in the direction sought with a large enough effect; inconclusive = small, poorly fitted or top-dose-only effect, or another doubt; inactive = no such curve, though single readings can be large; an effect the other way counts as inactive or inconclusive.

SMILES	D1 antag	RXFP1 ag	RXFP1 antagonist	TRHR agonist	TRHR PAM	D1 PAM	D1 ag	Apoferritin bind	D2 potentiator
CC(C)(C)c1cc(OC(=O)C2CCCC2)ccc1O	-10	2.8%	-26	1.6	-7	8	16	?	-7
Cc1ccc(S(=O)(=O)N2CCC(C(=O)OCC(=O)N(CCC#N)c3ccc(F)cc3)CC2)cc1C	-2	0.7%	-9	-0.6	-5	0	0	.	-17
O=C1CCCC/C1=C/Nc1ccc2c(c1)OCO2	-1	-1.1%	-10	-0.3	-3	-1	0	-22%	-17
COc1ccc(N2C(=O)c3cccc4cccc(c34)C2=O)nn1	1	1.9%	0	-1.6	-1	1	2	-13%	-9
CC(C)c1ccc(NC(=O)COc2nnc(-c3cccs3)c(-c3cccs3)n2)cc1	12	0.7%	-12	0.4	5	1	2	?	7
O=S(=O)(c1ccccc1)N1CCN=C1SCc1cccc(Cl)c1	2	5.3%	2	0.0	2	-4	8	5%	1
Nc1ccc(-n2nnnc2CN2CCOCC2)cc1	5	0.1%	2	0.7	0	-5	1	-5%	.
Cc1ccc(NC(=O)c2cc(-c3cc(C)c(C)cc3O)n[nH]2)cc1C	5	0.1%	-1	-0.5	17	-6	0	-3%	4
O=C(NC1CCS(=O)(=O)C1)/C(=C\c1ccc(F)cc1)NC(=O)c1ccccc1 (stereo not drawn)	-2	-0.3%	5	1.5	-1	1	4	-15%	4
CCOc1ccc(-c2ncncc2-c2ccccc2OC)c(O)c1	4	4.1%	-5	0.2	4	-5	0	-24%	10
COC(=O)CCC(=O)c1oc2ccccc2c1NC(=O)CCCN1C(=O)c2ccccc2C1=O	4	0.0%	8	2.4	-7	-3	1	-13%	-7
Cc1nc2ccsc2c(=O)n1-c1ccc(Cl)cc1	-13	7.3%	-7	-0.4	11	-3	2	-1%	5
COCCn1ccc2c(OCC(=O)Nc3ccccc3OC)cccc2c1=O	8	-1.0%	3	-0.5	0	3	3	.	-1
O=[N+]([O-])c1cccc(/C([O-])=C(/C(=S)Nc2cccc3ccccc23)[n+]2ccccc2)c1	-5	-1.9%	1	0.6	-2	1	0	?	8
COc1ccccc1CNS(=O)(=O)c1c(C)nc2sc(C)cn2c1=O	9	0.2%	3	0.1	-4	-3	2	-1%	2
COCCN(CCOC)C(=S)Nc1cc(S(=O)(=O)N(C)C)ccc1C	1	3.8%	5	0.3	9	-5	3	-5%	-7
Cc1ccc(C2Nc3ccccc3C(=O)N2CCN2CCNC2=O)cc1 (stereo not drawn)	-8	0.0%	18	-0.3	-2	6	2	57%[activator]	-10
CCC(=O)NC(c1cccc([N+](=O)[O-])c1)c1c(O)ccc2ccccc12 (stereo not drawn)	-4	-3.3%	5	-2.6	-2	0	12	-19%	13
COc1ccc(S(=O)(=O)Nc2noc3ccccc23)cc1OC	3	0.7%	6	1.3	11	-8	3	6%	10
C/C(=N\NC(=O)c1nn(C)cc1Br)c1cccc(NC(=O)C(C)(C)C)c1	-25	0.4%	4	-0.8	1	-2	2	-24%	5
COc1ccc(NC(=O)c2[nH]c(C)c(C(C)=O)c2C)cc1	7	2.6%	-7	0.4	6	-3	1	-3%	-10
Cc1cccc(C)c1OCC(=O)Nc1cccc(S(=O)(=O)N2CCCC2)c1	-8	-0.7%	5	-0.1	-5	-7	1	.	14
O=[N+]([O-])c1cccc2ccc(/C=C/c3ccc(Cl)cc3)nc12	9	-0.3%	.	-0.5	-1	-7	1	-7%	3
CCCn1nnnc1SCC(=O)NCc1ccc(OC)cc1	-1	1.8%	-6	0.3	-7	-2	2	1%	5
Cc1ccsc1/C=N/N=C1\C(=O)Nc2ccccc21	7	1.0%	0	-0.5	-3	2	-1	-2%	-2
CC(C)c1ccc(NC(=O)Cn2nnc(C(=O)NCc3ccco3)c2N)cc1	5	-0.9%	-8	0.4	4	-7	6	-6%	-13
CC(/C=N/NC(=O)c1ccc(Br)cc1)=C\c1ccccc1	5	-1.3%	-20	0.2	10	-4	0	-1%	2
CCOc1cccc(C2c3[nH]c4ccccc4c3CCN2C(=O)CSCc2ccc(F)cc2)c1 (stereo not drawn)	-6	3.9%	-3	-0.2	5	1	4	18%	13
CCN(CC)Cc1c(CC(C)C)oc(C)c1C(=O)O	1	-0.4%	2	0.1	-5	-2	2	-8%	0
NCC(O)CN(c1ccccc1)c1ccccc1 (stereo not drawn)	14	-0.2%	-7	0.4	-2	-3	1	-14%	6
CCC(C)NS(=O)(=O)c1cc2c3c(c1)CCN3C(=O)CC2 (stereo not drawn)	1	0.0%	3	0.5	-5	-8	2	4%	-5
COc1ccccc1NC(=O)Cn1c(=O)n(Cc2ccco2)c(=O)c2cccnc21	-5	-2.3%	.	-0.2	-3	-4	-1	1%	-5
COc1ccc(NCc2nnc(SCC(=O)NCc3ccccc3)n2-c2ccccc2OC)cc1	-2	-1.0%	0	-0.2	7	4	0	1%	18
CCOC(=O)c1sc(NC(=O)CCc2ccc(OC)cc2)nc1C	5	?	-19	0.2	4	0	1	-8%	18
O=C(COc1ccc(Cl)cc1Cl)Nc1noc2ccccc12	-2	0.4%	-3	0.4	3	1	3	-20%	-23
O=C(CCc1ccccc1)NNC(=O)c1ccc(Br)cc1	2	1.7%	8	-1.0	0	-5	0	-8%	3
CCOc1cc(/C=N\O)cc(Cl)c1OCC	-2	0.8%	-8	-0.2	-5	-3	2	-17%	-12
CC(C)(C)OC(=O)CNC(=O)c1nc[nH]c1C(=O)N1CCN(c2ccccc2)CC1	3	3.8%	.	0.5	-5	-7	1	-7%	-4
O=C(NC1CCCC1)c1cnn2c(C(F)(F)F)cc(-c3ccco3)nc12	-4	3.3%	3	-0.9	2	-4	1	46%[activator]	2
COc1ccccc1CC(=O)Nc1ccc(O)cc1C(=O)O	11	0.7%	-6	-0.1	1	-1	2	4%	-4
CSc1ccc(CCNC(=O)c2ccc3c(c2)nc2n3CCCCC2)cc1	-15	4.7%	-22	-0.5	-3	-4	1	-24%	2
O=C(Nc1nc(-c2ccccc2)ns1)c1ccncc1	2	1.5%	1	0.0	0	1	4	8%	-2
Cn1c(CO)cnc1SCc1ccccc1	2	0.0%	14	-0.1	1	8	0	-8%	11
CCN(CC(=O)Nc1c(F)cccc1F)C(=O)CCCNC(=O)c1ccc(Cl)cc1	4	0.8%	-10	-0.2	11	-11	3	.	6
O=C(CCC1N=C2c3ccccc3N=C(SCC(=O)Nc3ccc(F)cc3)N2C1=O)NCc1ccco1 (stereo not drawn)	0	8.2%	-8	-0.5	-1	-2	3	-24%	6

Compound profiles, from the list above. Values in the order: D1 antag | RXFP1 ag | RXFP1 antagonist | TRHR agonist | TRHR PAM | D1 PAM | D1 ag | Apoferritin bind | D2 potentiator
Results for Cn1c(CO)cnc1SCc1ccccc1 → 2 | 0.0% | 14 | -0.1 | 1 | 8 | 0 | -8% | 11
Results for COc1ccc(NCc2nnc(SCC(=O)NCc3ccccc3)n2-c2ccccc2OC)cc1 → -2 | -1.0% | 0 | -0.2 | 7 | 4 | 0 | 1% | 18
Results for CSc1ccc(CCNC(=O)c2ccc3c(c2)nc2n3CCCCC2)cc1 → -15 | 4.7% | -22 | -0.5 | -3 | -4 | 1 | -24% | 2
Results for COc1ccccc1CC(=O)Nc1ccc(O)cc1C(=O)O → 11 | 0.7% | -6 | -0.1 | 1 | -1 | 2 | 4% | -4
Results for CCC(C)NS(=O)(=O)c1cc2c3c(c1)CCN3C(=O)CC2 (stereo not drawn) → 1 | 0.0% | 3 | 0.5 | -5 | -8 | 2 | 4% | -5

(listing goes on)
SMILES	D1 antag	RXFP1 ag	RXFP1 antagonist	TRHR agonist	TRHR PAM	D1 PAM	D1 ag	Apoferritin bind	D2 potentiator
O=C1CN(C(=O)c2ccc(Cl)nc2)c2ccccc2N1	-15	3.0%	?	0.2	2	-2	4	3%	-1
CC1=C(c2ccc(Cl)cc2)S(=O)(=O)N=C1N1CCC(C(=O)NCc2ccccc2F)CC1	6	-0.6%	-2	-0.3	-4	-5	1	-8%	-5
COC(=O)c1ccc(=O)n(CC(=O)c2ccc(Cl)cc2)c1	3	0.8%	-4	0.0	3	-11	0	-8%	2
COC(=O)C1=C(C)N(c2ccc(C)c(C)c2)/C(=C/c2ccc(O)cc2)C1=O	7	-1.6%	1	-0.5	-2	-1	3	-12%	.
CCOc1ccc(CCNC(=O)C2CCN(Cc3nc(-c4ccc(OC)c(OC)c4)oc3C)CC2)cc1OCC	-13	-1.5%	.	-0.3	7	1	3	-14%	-8
CCC1(C)CC(=O)c2c(ccc3oc(C(=O)NCc4ccccc4)c(C)c23)O1 (stereo not drawn)	15	2.6%	-30	1.2	6	0	6	?	11
O=C(c1cnn(-c2ccccc2)c1-n1cccc1)N1CCN(C2CCCCC2)CC1	21	-1.1%	1	-1.0	0	14	0	-5%	-25
Cc1ccc(SC(C)C(=O)NCCC2=CCCCC2)cc1 (stereo not drawn)	-9	2.1%	1	-1.4	-4	3	2	-8%	10
CC1Oc2ccccc2N(CC(=O)c2ccc(F)cc2)C1=O (stereo not drawn)	7	-0.6%	-24	-0.3	-1	-4	0	-16%	-16
CC(=O)c1ccc(OCCCCCCCOc2ccc(C(C)=O)cc2)cc1	-15	8.6%	-16	0.0	-9	-4	0	-9%	3
Cc1ccc(NC(=O)CN(C)C(=O)c2ccc(Sc3nncn3C)c([N+](=O)[O-])c2)cc1	15	-0.4%	7	-0.3	-1	.	4	.	12
COC(=O)c1sccc1NC(=O)CSc1cc(Cl)ccc1Cl	2	1.6%	-2	0.9	-10	-1	8	?	-6
Cc1cc(C(=O)O)c(C)n1-c1ccccc1	-2	1.3%	-3	-0.5	8	-3	2	0%	1
COc1ccc(-n2nc(C(=O)NCC(=O)NCCCN3CC(C)CC(C)C3)c3ccccc3c2=O)cc1OC (stereo not drawn)	-1	2.3%	14	0.0	3	3	-2	-1%	13
Cc1nonc1NC(=O)CSc1nnc(-c2ccoc2C)n1C	-9	0.3%	6	-0.7	-1	-12	1	-4%	15
Cc1ccc(-c2nc3c(c(SCC(=O)N4CCCCC4)n2)Cc2cc(C)ccc2O3)cc1	-14	5.4%	-9	0.3	-2	-2	2	-3%	-5
Cc1nnc(NCCN2CCOCC2)[nH]c1=O	1	0.1%	7	0.1	0	-7	-2	1%	-8
CCCn1c(SCC(=O)N2CCN(C(C)=O)CC2)nc2sc3c(c2c1=O)CCC3	12	11%	-15	-0.1	9	0	4	-10%	2
Oc1ccc(/C=N/Nc2nccnc2Cl)cc1	6	-0.2%	-4	-0.2	-8	0	4	-13%	-8

The list is partial; count on the stated rates, not on these rows.
